PDI turbidity – inhibitors of human PDI, primary screen, biochemical, turbidity, single point, plate reader | actives 0.052% (n = 350,000) | Protein disulfide-isomerase (Homo sapiens), P07237 | AID 588391, 2011 | PDI insulin aggregation turbidity, A650, 90 min | inhibition, % at 10 µM;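 active means mean inhibition across replicates of 30% or more, whatever share of single replicates reach that level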;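 further: absorbance from insulin aggregation driven by PDI reduction with DTT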
Target sequence (P07237 whole entry, looked up): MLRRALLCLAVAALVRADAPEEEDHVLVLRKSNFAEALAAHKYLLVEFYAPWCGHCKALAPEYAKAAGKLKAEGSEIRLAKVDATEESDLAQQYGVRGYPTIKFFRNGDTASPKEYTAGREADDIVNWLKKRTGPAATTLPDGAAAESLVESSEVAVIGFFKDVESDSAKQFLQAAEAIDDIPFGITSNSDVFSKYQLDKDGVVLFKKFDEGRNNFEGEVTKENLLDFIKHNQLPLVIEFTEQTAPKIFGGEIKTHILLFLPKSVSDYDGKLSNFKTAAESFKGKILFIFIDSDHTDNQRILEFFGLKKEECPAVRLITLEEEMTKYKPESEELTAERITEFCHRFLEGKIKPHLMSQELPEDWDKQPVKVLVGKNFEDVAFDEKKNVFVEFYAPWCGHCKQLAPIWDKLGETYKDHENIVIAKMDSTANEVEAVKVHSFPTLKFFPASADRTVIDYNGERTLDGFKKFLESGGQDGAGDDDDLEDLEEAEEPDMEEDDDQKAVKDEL
NR2E3 ag-1 – inhibitors of NR2E3-RetCOR corepressor binding, primary screen, NR2E3 agonist project, biochemical, TR-FRET, GST-NR2E3, biotin-RetCOR; Photoreceptor-specific nuclear receptor (Homo sapiens), Q9Y5X4; 1536-well; inhibition of corepressor binding, % at 4.78 µM; actives 0.12% (n = 320,000); AID 2300, 2010;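 active means percent inhibition above the cutoff of mean plus 3 SD of all tested compounds, set per screening campaign, cut at about 20% in these data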;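 further: 0% = DMSO wells and 100% = biotin wells as full block of FRET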
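Material: NR2E3–RetCOR corepressor complex / Incubation: Compound–protein incubation for 5 h at 4 °C / Dosing: compound at 4.8 µM, single dose / Detection: time-resolved FRET / Benchmarks: high control biotin, low control 0.6% DMSO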
Peg3 promoter – Peg3 promoter-driven luciferase inhibitors, primary screen, cell-based, HeLa, luciferase luminescence | actives 1.7% (n = 360,000) | AID 588405, 2011 | inhibition, % at 20 µM | HeLa PEG-Prom luciferase reporter, overnight;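 active means inhibition of at least 50% at 20 µM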
HTR2A ag – mouse Htr2a agonists via beta-arrestin recruitment, primary screen, cell-based, luminescence. AID 624169, 2012. actives 0.66% (n = 360,000). 5-hydroxytryptamine receptor 2A (Mus musculus), P35363. activation, % at 7.6 µM. CHO-K1 mHTR2A beta-arrestin complementation; percent of 30 µM serotonin response;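 active means activation above a run cutoff, the mean activation of all tested compounds plus 3 SD, cut at about 14% in these data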;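 further: 0% = plate median of compound wells and 100% = 30 µM serotonin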
Target sequence (P35363 whole entry, looked up): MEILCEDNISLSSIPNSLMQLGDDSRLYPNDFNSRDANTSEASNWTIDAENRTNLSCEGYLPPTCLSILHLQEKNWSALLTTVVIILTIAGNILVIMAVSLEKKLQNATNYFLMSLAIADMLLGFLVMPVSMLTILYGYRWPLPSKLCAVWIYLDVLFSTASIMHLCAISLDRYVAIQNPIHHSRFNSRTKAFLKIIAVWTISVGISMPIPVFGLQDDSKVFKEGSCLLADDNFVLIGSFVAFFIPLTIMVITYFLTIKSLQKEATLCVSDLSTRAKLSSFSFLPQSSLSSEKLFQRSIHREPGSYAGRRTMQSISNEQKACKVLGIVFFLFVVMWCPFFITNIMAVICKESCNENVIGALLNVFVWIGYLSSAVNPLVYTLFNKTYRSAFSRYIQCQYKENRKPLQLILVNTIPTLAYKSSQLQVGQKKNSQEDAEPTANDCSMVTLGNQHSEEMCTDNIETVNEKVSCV
CaV13 FRET inh – Primary screen for inhibitors of IQ motif and Ca2+-dependent inactivation inhibitor domain binding in CACNA1D, Förster resonance energy transfer in living cells, …; HEK cells, CFP/YFP FRET ICDI-IQ, plate reader, 10 min; percent FRET-ratio fall versus neutral wells; inhibition, % at 12.3 µM; actives 0.098% (n = 340,000); AID 743397;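 active means mean replicate inhibition of at least 30% and at least 1% of replicates passing that level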;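 further: 0% = median of the neutral control wells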
MITF TRPM1 inh – inhibitors of MITF-dependent TRPM1 promoter reporter, primary screen, cell-based, SK-MEL-5, single point, luciferase. SK-MEL-5 TRPM1 promoter luciferase, 24 h. inhibition, % at 12.5 µM. actives 0.83% (n = 330,000);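 active means mean inhibition across replicates of 60% or more, whatever share of single replicates reaches that level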; further: values of inactives mirror those of a sister screen read the other way
NR2E3 ag-2 – NR2E3 agonists in two-hybrid cells, primary screen, cell-based, luminescence, CHO-S, Gal4-NCOR/VP16-NR2E3; actives 0.35% (n = 360,000); inhibition of corepressor binding, % at 3.98 µM; luciferase; AID 602229, 2012; Photoreceptor-specific nuclear receptor (Homo sapiens), Q9Y5X4;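 active means inhibition above the mean of all tested compounds plus 3 SD, cut at about 70% in these data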;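 further: 0% = DMSO with NR2E3 transfected cells and 100% = cells lacking NR2E3 construct; higher means lower luciferase signal from less NR2E3 corepressor binding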
hiPSC survival – enhancers of single-cell hiPSC survival, primary screen, ATPlite luminescence | survival enhancement, % at 20 µM | 100% = ROCK inhibitor wells, 0% = DMSO | actives 0.044% (n = 360,000); in the data active means survival enhancement above about 18%;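 further: cells exposed to compounds for 16 hours before the ATP read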
HIF-2a inh – HIF-2a reporter inhibitors, primary screen, luminescence, 786-0 RCC cells. 786-0 RCC cells HIF-2a reporter, luciferase luminescence, overnight. inhibition, % at 18.8 µM. actives 0.72% (n = 360,000). AID 624352, 2012;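 active means inhibition of the luminescence signal of 40% or more relative to plate controls, in a single-dose primary screen at 18.75 µM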
Shn3 3UTR inh – reduction of Shn3 3'UTR firefly luciferase signal, primary screen, Schnurri-3 inhibitor project, cell-based, Clone20 osteoblasts, set 2 | actives 0.52% (n = 360,000) | AID 588674, 2011 | Clone20 osteoblast Shn3 3'UTR firefly luciferase, 24 h | inhibition, % at 12.5 µM;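 active means mean inhibition of at least 75% with every replicate also reaching 75%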;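 further: 0% = median of neutral control wells and 100% = pilot-screen positive control compound; some compounds past the cut are filed as inactive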
H9c2 protect – cardioprotection against H2O2-induced cell death, primary screen, uHTS, H9c2 cells, ATPLite luminescence; H9c2 cardiomyocytes, H2O2 injury protection, 2 h; protection from H2O2 cell death, % at 20 µM; actives 0.63% (n = 360,000);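 active means compounds giving at least 50% protection of heart cells from peroxide-induced death in the single-dose screen, raw or plate-pattern-corrected value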;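 further: 0% = DMSO wells with peroxide and 100% = DMSO wells without peroxide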
* = called active by the depositor; nt = no result given. No enrichment for hits (roughly 3.9% active in at least one column).

SMILES	PDI turbidity	NR2E3 ag-1	Peg3 promoter	HTR2A ag	CaV13 FRET inh	MITF TRPM1 inh	NR2E3 ag-2	hiPSC survival	HIF-2a inh	Shn3 3UTR inh	H9c2 protect
O=C(OCC#CCSc1nnc(-c2ccccc2)o1)c1ccco1	-8	1	-39	-4	-5	-9	-39	-2.1	-44	-32	4
COc1ccc(N(C)S(=O)(=O)c2cccc(C(=O)NCC(c3cccs3)N(C)C)c2)cc1 (centres undefined)	-4	4	5	-18	-6	15	-23	1.8	-8	-1	7
C=C(C)CN1CCN(S(=O)(=O)c2ccc(C)c(N(C)S(=O)(=O)c3ccc(C)cc3)c2C)CC1	-5	-1	10	22*	-3	4	2	12	23	9	-2
Cc1ccc(N2C(=O)C3C(c4ccccc4)(C2=O)C3(c2ccccc2)c2ccccc2)cc1 (centres undefined)	2	1	34	2	-6	-3	-5	2.5	14	22	23
CC1=C(C(=O)N(C)C)CC(CC(=O)NCCCN(C)C)C(=O)N1Cc1ccc(C(C)(C)C)cc1 (centres undefined)	-17	nt	-10	0	-3	nt	-9	0.6	4	-9	0
Cn1nc(C(C)(C)C)cc1C(=O)N1CCC(C)(C(=O)NS(=O)(=O)C2CC2)C1 (centres undefined)	-5	nt	-10	7	nt	nt	5	0.0	9	-7	12
O=C(NCc1nc2ccccc2[nH]1)c1ccco1	13	5	-25	4	nt	1	-16	-0.9	-41	-35	2
CCOC(=O)C1CCCN(S(=O)(=O)c2ccc3c4c(cccc24)C(=O)N3CC)C1 (centres undefined)	-5	5	5	-4	-7	5	2	2.0	-14	58	-12
CCC1C(=O)C[C@H]2CCN3C(=O)CCCC1C23 (some centres undefined)	-3	nt	7	-3	-6	-5	5	2.2	-1	0	1
CC1CCN(S(=O)(=O)c2cn(CC(=O)Nc3ccc(OC(F)(F)F)cc3)cn2)CC1	-4	1	21	7	-2	10	10	1.8	14	12	-1
Cn1c(N)c(C(=O)COC(=O)C2CC(O)CN2S(=O)(=O)c2ccc(Cl)cc2)c(=O)n(C)c1=O (centres undefined)	-3	0	13	-3	4	0	6	0.4	4	-5	3
Cc1nn(-c2ccccc2)c(C)c1/C=N\NS(=O)(=O)c1ccc(Cl)cc1	10	0	3	4	-5	0	-8	-1.1	1	2	-4
Cc1ccc(N2CC(C(=O)Nc3ccc(S(=O)(=O)N4CCCC4)cc3)CC2=O)cc1C (centres undefined)	-4	1	7	-2	-7	9	-15	-0.1	-2	22	-1
CN(C(=O)/C=C/c1ccc([N+](=O)[O-])s1)c1ccccc1	-8	-2	6	1	-6	69*	14	-2.7	62*	5	-7
O=[n+]1c2c(n([O-])c3c1CCCC3)CCCCC2	5	-1	3	1	-3	-2	-38	0.9	17	-4	18
CN(C)CCCN(C(=O)c1cccs1)c1nc(-c2ccccc2)cs1	-2	1	-37	-5	-6	-40	-11	-1.5	-26	-2	2
O=C(N[C@@H]1CCC(=O)N(CC[C@H](Oc2ccccc2)c2ccccc2)CC1)OCc1ccccc1	-3	-2	7	-6	-4	4	-11	-2.2	6	45	-22
CCN(CC(=O)Nc1ccc(NC(C)=O)cc1)C(=O)/C=C/c1ccco1	0	1	-1	2	-6	-4	-16	0.0	12	3	-2
CCCn1c(SCC(=O)NCCc2ccc(OC)c(OC)c2)nc2c1c(=O)n(C)c(=O)n2C	7	2	8	-2	-7	4	0	3.5	-2	0	14
Cn1cc(SCC(N)=O)c2ccccc21	nt	8	3	2	2	-9	-9	-1.9	6	-20	-3
O=C(c1nn2cccnc2c1Cl)N1CCN(c2ccccc2)CC1	1	-2	1	0	-6	-9	-10	0.3	-36	0	0
COc1cc(C2CC(=O)Oc3cc(OC)c(OC)c(OC)c32)cc(OC)c1OC (centres undefined)	7	nt	0	6	-6	-1	14	-0.4	0	-2	1
O=C(CSc1ccccc1)Nc1ccc(N2CCOCC2)c(F)c1	-9	-4	-138	-9	nt	-47	-30	1.0	-212	-30	2
O=C(Cc1cccs1)Nc1nncs1	3	-2	8	4	-5	6	3	-0.4	12	12	8
CN(CCC1CCCCO1)C(=O)CCc1nnc(Cc2c[nH]c3ccccc23)o1 (centres undefined)	10	2	0	0	-6	-4	-1	-0.3	5	-12	2
Cc1ccnc(SCC(=O)c2ccc(Br)cc2)c1C#N	2	-7	-162	5	-7	-52	-72	-2.5	-158	-55	-15
CCOC(=O)c1ccc(NCc2nc3ccccc3n2C)cc1	12	-2	-265	-3	-4	-46	-101	-3.2	-223	-61	-7
COc1ccc(F)cc1S(=O)(=O)NCCCn1ccnc1	5	2	8	1	-20	10	-26	0.2	21	11	-4
Cc1nc(C)c(-c2csc(Nc3ccc(Cl)cn3)n2)s1	-6	nt	-190	4	-6	nt	-53	-0.1	-164	-5	-3
CC(C)n1c(=O)c2ccccc2n1Cc1cn(-c2ccccc2)nn1	nt	nt	8	8	-6	nt	18	-3.1	2	5	-3
CCN1C(c2ccc(F)cc2)=CS/C1=C(\C#N)c1nnc2n1-c1ccccc1SC2	12	2	7	1	-2	8	7	-1.4	6	2	16
CC1CCCCN1C(=O)Cn1c(=O)n(-c2ccc(F)cc2)c(=O)c2sccc21 (centres undefined)	-7	2	8	1	-4	5	11	1.6	0	19	-4
Cc1cccc(-n2c(O)c(/C=N/NC(=O)c3ccccc3Cl)c3ccccc3c2=O)n1	8	3	9	1	-6	13	13	0.2	1	24	18
CCCC(=O)NC(NC(=S)Nc1c(C)n(C)n(-c2ccccc2)c1=O)C(Cl)(Cl)Cl (centres undefined)	1	4	14	0	-5	3	-5	3.1	14	0	-8
O=C(COC(=O)c1cnccn1)c1ccc(C2CCCCC2)cc1	5	0	-16	-6	-4	-9	4	1.5	-59	4	-15
CC1CCN(S(=O)(=O)c2ccc(NC(=O)C3CSC4(C)CCC(=O)N34)cc2)CC1 (centres undefined)	-6	1	12	4	-6	14	-2	-0.4	8	14	-5
COc1ccc(N2CCC(CNC(=S)Nc3cccc(C)c3)C2)cc1 (centres undefined)	7	3	13	-4	-5	9	0	-1.1	3	-7	7
O=C(CSc1cn[nH]n1)Nc1ccccc1C(F)(F)F	8	2	1	-5	-2	6	-7	1.1	1	-15	0
COc1ccc(C(=O)NCc2c(CC(C)C)oc(C)c2C(=O)O)cc1	-9	1	16	5	nt	13	3	3.5	14	-5	8
CN=C1C=C/C(=N/N=c2\ccn(O)cc2C)C=C1C	18	-15	-47	-2	-23	-20	5	-0.7	-23	-19	-2

Ordered by molar mass (largest number first): 4 of the compounds above.
SMILES	PDI turbidity	NR2E3 ag-1	Peg3 promoter	HTR2A ag	CaV13 FRET inh	MITF TRPM1 inh	NR2E3 ag-2	hiPSC survival	HIF-2a inh	Shn3 3UTR inh	H9c2 protect
CCCn1c(SCC(=O)NCCc2ccc(OC)c(OC)c2)nc2c1c(=O)n(C)c(=O)n2C	7	2	8	-2	-7	4	0	3.5	-2	0	14
CC1=C(C(=O)N(C)C)CC(CC(=O)NCCCN(C)C)C(=O)N1Cc1ccc(C(C)(C)C)cc1 (centres undefined)	-17	nt	-10	0	-3	nt	-9	0.6	4	-9	0
CCOC(=O)C1CCCN(S(=O)(=O)c2ccc3c4c(cccc24)C(=O)N3CC)C1 (centres undefined)	-5	5	5	-4	-7	5	2	2.0	-14	58	-12
CN(C(=O)/C=C/c1ccc([N+](=O)[O-])s1)c1ccccc1	-8	-2	6	1	-6	69*	14	-2.7	62*	5	-7

Next part
SMILES	PDI turbidity	NR2E3 ag-1	Peg3 promoter	HTR2A ag	CaV13 FRET inh	MITF TRPM1 inh	NR2E3 ag-2	hiPSC survival	HIF-2a inh	Shn3 3UTR inh	H9c2 protect
COc1ccc2cc(C(=O)N3CCc4ccccc43)[nH]c2c1	2	2	-279	8	-18	-31	-148	-0.6	-303	-85	-15
Cc1cc(C)n(CC(O)COc2ccccc2Br)n1 (centres undefined)	-4	2	-15	4	-21	-5	1	2.8	-51	6	0
COc1cccc2cc(C(=O)OCc3ccccc3)c(=O)oc12	-2	1	-14	-3	-2	-41	-4	-0.1	-23	-6	-1
Cc1noc(C)c1S(=O)(=O)N(C)C[C@H]1OCc2cn(nn2)CCCC(=O)N([C@@H](C)CO)C[C@@H]1C	7	nt	3	-1	-11	nt	-8	-0.3	-3	1	3
CC1CCN(S(=O)(=O)c2nnc(NC(=O)COc3ccccc3F)s2)CC1	nt	0	27	6	11	nt	2	2.4	6	-4	-6
O=C(COC(=O)/C=C/c1ccc(F)cc1)Nc1ccc2[nH]c(=O)[nH]c2c1	-1	2	5	-2	-5	-7	1	-0.4	1	-4	-1
Cc1ccc(N2CC(C(=O)OCC(=O)c3ccc(F)cc3)CC2=O)cc1 (centres undefined)	2	0	9	-7	-2	4	-15	-0.4	14	6	0
Cc1ccccc1-n1c(-c2csc3ccccc23)n[nH]c1=S	2	2	6	5	-3	12	8	-0.8	-1	-1	-2

Given in markdown: part of the list above
| SMILES | PDI turbidity | NR2E3 ag-1 | Peg3 promoter | HTR2A ag | CaV13 FRET inh | MITF TRPM1 inh | NR2E3 ag-2 | hiPSC survival | HIF-2a inh | Shn3 3UTR inh | H9c2 protect |
| --- | --- | --- | --- | --- | --- | --- | --- | --- | --- | --- | --- |
| COc1ccc2cc(C(=O)N3CCc4ccccc43)[nH]c2c1 | 2 | 2 | -279 | 8 | -18 | -31 | -148 | -0.6 | -303 | -85 | -15 |
| Cc1cc(C)n(CC(O)COc2ccccc2Br)n1 (centres undefined) | -4 | 2 | -15 | 4 | -21 | -5 | 1 | 2.8 | -51 | 6 | 0 |
| COc1cccc2cc(C(=O)OCc3ccccc3)c(=O)oc12 | -2 | 1 | -14 | -3 | -2 | -41 | -4 | -0.1 | -23 | -6 | -1 |
| Cc1noc(C)c1S(=O)(=O)N(C)C[C@H]1OCc2cn(nn2)CCCC(=O)N([C@@H](C)CO)C[C@@H]1C | 7 | nt | 3 | -1 | -11 | nt | -8 | -0.3 | -3 | 1 | 3 |
| CC1CCN(S(=O)(=O)c2nnc(NC(=O)COc3ccccc3F)s2)CC1 | nt | 0 | 27 | 6 | 11 | nt | 2 | 2.4 | 6 | -4 | -6 |
| O=C(COC(=O)/C=C/c1ccc(F)cc1)Nc1ccc2[nH]c(=O)[nH]c2c1 | -1 | 2 | 5 | -2 | -5 | -7 | 1 | -0.4 | 1 | -4 | -1 |
| Cc1ccc(N2CC(C(=O)OCC(=O)c3ccc(F)cc3)CC2=O)cc1 (centres undefined) | 2 | 0 | 9 | -7 | -2 | 4 | -15 | -0.4 | 14 | 6 | 0 |

Compound activity from PubChem.
